# TbREL1 primary: TbREL1 inhibition, primary screen; P86926; 0.49% of 89,000 active; inhibition, % at 9.66 µM; TbREL1 RNA ligation, FRET fluorescence;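 active = inhibition above the mean inhibition across all screened compounds plus 3 SD, cut at about 11% in these data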;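 also: 0% = plate median of test wells and 100% = NSC42067 control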
# Target sequence (P86926 whole entry, looked up): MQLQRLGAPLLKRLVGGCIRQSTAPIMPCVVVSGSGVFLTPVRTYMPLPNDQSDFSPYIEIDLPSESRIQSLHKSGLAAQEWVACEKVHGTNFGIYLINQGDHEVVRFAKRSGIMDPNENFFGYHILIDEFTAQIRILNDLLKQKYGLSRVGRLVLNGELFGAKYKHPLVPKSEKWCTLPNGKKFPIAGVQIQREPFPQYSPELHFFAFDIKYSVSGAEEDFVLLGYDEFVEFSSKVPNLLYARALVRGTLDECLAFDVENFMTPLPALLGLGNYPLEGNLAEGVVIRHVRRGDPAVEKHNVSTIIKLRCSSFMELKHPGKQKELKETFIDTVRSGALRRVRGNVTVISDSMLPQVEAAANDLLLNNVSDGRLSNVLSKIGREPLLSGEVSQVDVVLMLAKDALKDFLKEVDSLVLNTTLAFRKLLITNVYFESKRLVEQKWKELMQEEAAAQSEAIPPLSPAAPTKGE
# Starred values were filed as active, the others as inactive. The list is partial; rates above refer to the full screens.
SMILES,TbREL1 primary
CNc1ccc(Br)cc(C(=O)/C=C/c2ccc(OC)cc2OC)c1=O,8
C[C@@H]1COC(=O)[C@@H](CC(=O)OC(C)(C)C)C/C=C\C[C@@H](CC(=O)N[C@@H](CO)Cc2ccccc2)C(=O)N1,-2
O=C(CC1C[C@H](C(=O)N2CCOCC2)[C@@]2(CCC3CCCC3)c3[nH]c4ccccc4c3CCN2C1=O)NCc1cccc(C(F)(F)F)c1 (stereo not given in full),1
O=C(O)C(CO)N=Cc1c(O)c2ccccc2oc1=O (stereo not given),0
Nc1nc2cc3c(cc2cc1C(=O)NCCc1c[nH]c2ccccc12)OCO3,-2
O=C(c1ccco1)N1CCCN(C(=O)c2ccco2)CC1,-2
COC[C@H]1CCCN1c1cccc2c1S(=O)(=O)N1CC[C@H](C1)O2,-1
CCOc1ccccc1NC(=O)C1=C(C)NC(=O)NC1c1cccs1 (stereo not given),0
COc1ccc(NS(=O)(=O)c2cccc(C(=O)N/N=C/c3c(F)c(F)c(F)c(F)c3F)c2)cc1,6
Cc1ccc2oc(-c3ccc(NC(=O)c4cccnc4)cc3)nc2c1,-3
CCN(CC)C(=O)[C@H]1CC(CC(=O)NCCc2ccccn2)C(=O)N2CCc3c([nH]c4ccc(OC)cc34)[C@]12C (stereo not given in full),-1
C=CCN1C(=O)[C@@H](CC(=O)NCc2ccc(C)o2)[C@]2(C(=O)OC)CCCCC=C12,-2
C#CCO[C@@H]1C[C@H](n2cnc3c(=O)[nH]c(NC(=O)C(C)C)nc32)O[C@@H]1CO,3
CCOc1ccc(C(=O)NCC(=O)N2CCCC2)cc1,3
O=C(O)C1CCCCC1C(=O)Nc1cccc2ccccc12 (stereo not given),2
CCN(C(=O)CSc1nnc(-c2cccnc2)n1Cc1ccco1)c1ccccc1,-3
CN(Cc1ccccc1)C(=O)c1ncn(C)c1C(=O)N(C)Cc1ccccc1,-5
CC(C)[C@H](NC(=O)c1ccc(C(C)(C)C)cc1)C(=O)Nc1nnc(C2CC2)s1,2
Cc1cc(C)c2nc(Nc3nc(CSc4nc5ccccc5[nH]4)cc(=O)[nH]3)nc(C)c2c1,1
CC(C)NC(=O)Cn1cc(C(=O)C(=O)N2CCOCC2)c2ccccc21,5
O=C(C/C=N/OCc1ccc(F)cc1Cl)c1cnc(-c2ccccc2)s1,-3
CCCN1CCN(C(=S)Nc2ccc([N+](=O)[O-])cc2)CC1,-3
O=C(Nn1c(=O)[nH]c2ccsc2c1=O)c1ccccc1,0
COc1ccc(-n2c(O)c(/C=N/Nc3nc(C)cc(C)n3)c3ccccc3c2=O)cc1OC,-2
CCOC(=O)[C@H]1[C@H]2COc3ccc(Cl)cc3[C@@H]2N2C(=O)c3ccc(Cl)cc3NC(=O)[C@@]12C,-1
# Later entries
SMILES,TbREL1 primary
COc1cc(NCCCn2cnc3c(OCc4ccccc4)ncnc32)cc(OC)c1OC,-1
COC(=O)c1ccccc1S(=O)(=O)N1CCC(C(=O)OCc2cccc(OC)c2OC)CC1,0
CCCOc1ccc(F)cc1-c1cc(C(=O)Nc2ccccc2)[nH]n1,7
CCN(CC(=O)Nc1ccc2c(c1)OCCO2)C(=O)/C=C/c1ccc([N+](=O)[O-])cc1,1
O=C(Nc1cc(S(=O)(=O)N2CCOCC2)ccc1N1CCOCC1)c1cc(=O)[nH]c2ccccc12,5
O=C(/C=C/c1ccc(F)cc1)NCCCN1CCN(CCCNC(=O)/C=C/c2ccc(F)cc2)CC1,-2
C/C(CC(=O)NCc1ccccc1Cl)=N/NC(=O)c1ccccn1,7
CC/C(=N\NC(=O)c1ccc(-c2ccccc2)cc1)C12CC3CC(CC(C3)C1)C2,3
CCN(CC)C1=CC(=[N+]2CCCC2)CC(C)(C)C1,-4
COc1cc(-c2cc(C(=O)NCCc3ccc(S(N)(=O)=O)cc3)c3ccccc3n2)cc(OC)c1OC,-2
COC(=O)c1cccc(Cn2ccc3ccc(-c4ccc5ccn(Cc6cccc(C(=O)OC)c6)c5c4)cc32)c1,-3
NC(Cc1ccc(C(F)(F)F)cc1)c1csc(Nc2nncc3ccccc23)n1 (stereo not given),10
CC(=O)c1cccc(NC(=O)c2cc(=O)c3ccccc3o2)c1,1
CCC(=O)Nc1cc(-c2nn(C)c(=O)c3ccccc23)ccc1N1CCOCC1,-1
Cc1cnn(C(=S)NCc2ccc(Cl)cc2)c1,-4
C[C@@H]1CC=C[C@@H]2[C@H]1C(=O)N(Cc1ccccc1)[C@H]2c1ccccc1Br,0
Cc1ccoc1C(=O)N1CCN(C(=O)c2occc2C)CC1,-1
CCOc1ccc(NC(=O)C2Cc3ccccc3CN2S(=O)(=O)CC)cc1 (stereo not given),0
COc1cc(C(=O)NC2CCCc3ccccc32)cc(OC)c1OC (stereo not given),1
CCCc1nc2c(=O)n(C)c(=O)nc-2n(C)n1,61*
CCC(CC)C(=O)c1c[nH]c(C(=O)OC)c1,-4
Cc1cn(C2CC(O)C(CO)O2)c(=O)n(CCCc2ccccc2)c1=O (stereo not given),-2
Cc1ccccc1C(=O)NC1CCN(Cc2nnnn2Cc2ccccc2)CC1,-4
CCOC(=O)Cc1csc(NC(=O)/C=C/c2cccc(Br)c2)n1,-1
CC(Sc1nc(-c2ccccc2)cc(=O)[nH]1)C(=O)O (stereo not given),1
# More records:
SMILES,TbREL1 primary
CC(C)n1nc(C(=O)NCc2ccc3c(c2)OCO3)c2ccccc2c1=O,0
CCOc1ccccc1C(=O)NCC(=O)NCCCSc1ccccc1,-1
COc1cc(OC)c(C(=O)NC2CCCc3ccccc32)cc1OC (stereo not given),-1
[N-]=[N+]=NC(c1ccccc1)C(NC(=O)c1cc(C(F)(F)F)cc(C(F)(F)F)c1)c1ccccc1 (stereo not given),7
COC(C/C=C/C(=O)[C@@H](C)OCc1ccccc1)OC,1
CC(C)CN(C(=O)COC(=O)CCSc1ccc(Cl)cc1)c1c(N)n(Cc2ccccc2)c(=O)[nH]c1=O,1
CCCc1nn(-c2cc(Cl)ccc2OC)c2c1C(=O)CC(C)(C)C2,-4
O=C(c1ccccc1Oc1ccccc1)N1CCN(c2ccccc2F)CC1,5
CN(Cc1c(F)cccc1Cl)C(=O)c1cnc2ccccc2n1,1
CN(Cc1ccccc1)S(=O)(=O)c1ccc(Cl)c(C(=O)O)c1,2
COc1cc(C(=O)N(Cc2ccc(N(C)C)cc2)C2CCS(=O)(=O)C2)cc(OC)c1OC (stereo not given),-5
C[C@H](CO)N1C[C@H](C)[C@@H](CN(C)Cc2ccccc2)Oc2c(NS(=O)(=O)c3ccccc3)cccc2C1=O,-2
c1ccc(SCCOCCn2cncn2)cc1,10
CCOP(=O)(Cc1ccc(C(C)(C)CC(C)=O)o1)OCC,0
CC(C)C(=O)NNS(=O)(=O)c1ccccc1,1
N/C(Cc1ccc(Cl)cc1)=N\OC(=O)c1cccc2ccccc12,5
C(=N\NC(=Nc1ccccc1)c1ccccn1)/c1ccccn1,0
COC(=O)c1ccc(Cl)c(NS(=O)(=O)c2ccc3c(c2)OCCO3)c1,6
C/C(N)=C(/C#N)C(=O)COC(=O)CC12CC3CC(CC(C3)C1)C2,-1
CC1CCN(C(=O)NC(=O)c2ccccc2)CC1,-2
Cc1ccc(NC(=O)N2CCC(c3nc4ccc(Cl)cc4[nH]3)CC2)cc1F,4
Cc1cc(C)nc(SCc2cc(=O)c(OC(=O)c3cccc([N+](=O)[O-])c3)co2)n1,-3
CN(C)S(=O)(=O)c1ccc(C(=O)Nc2ccc(CCC(=O)N3CCCC3)cc2)cc1,-2
Cn1c2c(c(=O)n(C)c1=O)C(CC(=O)Nc1ccccc1F)C(=O)N2 (stereo not given),1
O=C(Cc1c[nH]c2ccccc12)Nc1ccc(Nc2cccnc2)c(Br)c1,2

# Sorted by SMILES length (high to low): 17 of the compounds above.
SMILES,TbREL1 primary
[N-]=[N+]=NC(c1ccccc1)C(NC(=O)c1cc(C(F)(F)F)cc(C(F)(F)F)c1)c1ccccc1 (stereo not given),7
Cc1cc(C)nc(SCc2cc(=O)c(OC(=O)c3cccc([N+](=O)[O-])c3)co2)n1,-3
COc1cc(C(=O)N(Cc2ccc(N(C)C)cc2)C2CCS(=O)(=O)C2)cc(OC)c1OC (stereo not given),-5
CN(C)S(=O)(=O)c1ccc(C(=O)Nc2ccc(CCC(=O)N3CCCC3)cc2)cc1,-2
Cc1ccc(NC(=O)N2CCC(c3nc4ccc(Cl)cc4[nH]3)CC2)cc1F,4
C/C(N)=C(/C#N)C(=O)COC(=O)CC12CC3CC(CC(C3)C1)C2,-1
O=C(Cc1c[nH]c2ccccc12)Nc1ccc(Nc2cccnc2)c(Br)c1,2
CC(C)n1nc(C(=O)NCc2ccc3c(c2)OCO3)c2ccccc2c1=O,0
CCCc1nn(-c2cc(Cl)ccc2OC)c2c1C(=O)CC(C)(C)C2,-4
CN(Cc1ccccc1)S(=O)(=O)c1ccc(Cl)c(C(=O)O)c1,2
N/C(Cc1ccc(Cl)cc1)=N\OC(=O)c1cccc2ccccc12,5
COc1cc(OC)c(C(=O)NC2CCCc3ccccc32)cc1OC (stereo not given),-1
COC(C/C=C/C(=O)[C@@H](C)OCc1ccccc1)OC,1
CCOc1ccccc1C(=O)NCC(=O)NCCCSc1ccccc1,-1
CC1CCN(C(=O)NC(=O)c2ccccc2)CC1,-2
CC(C)C(=O)NNS(=O)(=O)c1ccccc1,1
c1ccc(SCCOCCn2cncn2)cc1,10

# The results go on:
SMILES,TbREL1 primary
CCOC(=O)C1=C(COC(=O)CCOc2cc(C)ccc2C)NC(=O)NC1C (stereo not given),3
Cc1cccc(C)c1OCC(=O)OCC(=O)c1ccc2c(c1)NC(=O)CO2,3
O=C(O)CSc1nc2ccc(C(=O)c3ccccc3)cc2[nH]1,0
O=C(COC(=O)C1COc2ccccc2O1)Nc1ccc2c(c1)CCC2 (stereo not given),1
Nc1ccccc1N1CCN(C(=O)c2ccccc2)CC1,-1
CCN1C(=O)C(=O)N(CC(=O)N2CCN(c3ccccc3)CC2)C1=O,0
COc1ccc2[nH]c(=O)c(CN(C(=O)C3CCCO3)c3ccc(C)c(C)c3)cc2c1 (stereo not given),7
Cc1nc(SCC(=O)NCc2ccc3c(c2)OCO3)nc(C)c1C,-1
CCCCn1c(CN2CCN(CCO)CC2)nc2ccccc21,8
COc1ccc(CCNC(=O)CCCN2C(=O)c3ccccc3C2=O)cc1OC,5
Cc1ccc(C)c(Oc2cc(NN3CCCCC3)c([N+](=O)[O-])cc2[N+](=O)[O-])c1,-2
CCOc1ccccc1NC(=O)NC(=O)N(C)S(C)(=O)=O,-1
COc1ccc(OC)c(-n2c(CNC3CCN(Cc4ccccc4)CC3)nc3ccccc3c2=O)c1,-1
COc1nnc(-c2ccc(N3CCCCC3)c(NC(=O)C3CCCCC3)c2)c2ccccc12,1
N=c1oc2ccc(Br)cc2cc1C(=O)NCc1ccccc1,-1
COc1ccc(CN2CCC(n3nccc3NC(=O)CCCc3ccccc3)CC2)cc1C,-1
O=C(Nc1ccc(N2CCCCC2)cc1)c1ccc2ccccc2n1,-3
CCCCCCC(=O)Nc1cc2c(C)cc(=O)oc2cc1C,1
C=CCN1C(=O)[C@H](CC(=O)NCC2CCCCC2)[C@@]2(C(=O)OCC)CCCC=C12,-5
Cc1ccc(CNC(=O)C2CCCN(S(=O)(=O)c3cnc[nH]3)C2)cc1 (stereo not given),2
Cc1ccc(-c2sc(C)nc2CC(=O)O)cc1,0
CSC(=CC(=O)c1ccccc1)SC,0
CN1CCN(c2ccc(Cl)cc2NC(=O)c2ccc(=O)n(C)n2)CC1,0
COc1ccc([C@H]2CC(=O)C=C(c3ccc4[nH]ccc4c3)C2)cc1OC,-1
c1ccc2c(c1)nc1n2CCN1CCN1CCCC1,-1

# Entries above marked active in TbREL1 primary:
SMILES,TbREL1 primary
CCCc1nc2c(=O)n(C)c(=O)nc-2n(C)n1,61*

# Continued:
SMILES,TbREL1 primary
COC(=O)CCC(=O)OC1(C)C(=O)C2=CN(C3CC3)C(c3ccc(OC)cc3)=CC2=C(Br)C1=O (stereo not given),-1
Cc1nn(C)cc1C(=O)Nc1ccccc1Br,3
CCOC(=O)c1cc(C(C)=O)c(=O)n(C)c1N,1
CSC1=N/C(=C\c2ccc(C)o2)C(=O)S1,-1
Cc1c(Cl)ccc(S(=O)(=O)Nc2cccnc2)c1Cl,1
Cc1cccc(-c2nc(CN3CCCC(C(=O)NC4CCCCC4)C3)c(C)o2)c1 (stereo not given),7
Cc1csc(=O)n1CC(=O)OCC(=O)NNC(=O)c1ccc(Cl)cc1,1
CCCNc1ccc(S(=O)(=O)N(C(C)C)C(C)C)cn1,-1
Cc1ccc(C(=O)CCC(=O)Nc2ncccc2O)cc1,-2
Cc1ccc(NC(=O)c2ccc3nc[nH]c3c2)nc1,6
COc1ccc(Nc2nc(NCc3ccco3)nc(N)c2[N+](=O)[O-])cc1,0
CCOC(=O)N1CCC(=NNc2nc3ccccc3s2)CC1,1
O=c1oc2ccccc2cc1NCc1ccccc1O,-2
CC1(C)Cc2ccccc2C(C(Cc2ccccc2)C(N)=O)=N1 (stereo not given),-3
c1csc(CNc2nc(-c3cccs3)nc3ccccc23)c1,7
CCC(CC)C(=O)Nc1ccccc1NC(C)=O,0
COCCNc1ncnc2c1ncn2[C@H]1CN(CCc2ccccc2)C[C@@H](CO)O1,-1
O=C(N[C@@H](Cc1ccc(O)cc1)C(=O)O)C(c1ccccc1)c1ccccc1,6
Cc1cc(=S)cc(C)n1CCCO,-3
O=C(Nc1nccs1)c1csc2c1CCCC2,1
O=C(/C=C/c1cccc(Br)c1)c1ccc2c(c1)OCO2,6
CC(C)(C)OC(=O)NCc1ccc(CNC(=O)c2[nH]cnc2C(=O)N[C@@H](Cc2ccccc2)C(=O)OCc2ccccc2)cc1,2
O=C(Cc1ccc(Br)cc1)N1CCCCCC1,1
NC(=O)NC(=O)C(c1ccccc1)N1CCN(S(=O)(=O)Cc2ccccc2)CC1 (stereo not given),6
COc1ccc(Br)c(C(=O)OCC(=O)N2CCC(Cc3ccccc3)CC2)c1,-1
Cc1cc(C)nc(N2CCC(C(=O)Nc3ccc4c(c3)OCO4)CC2)n1,0
CCc1c(C)sc(NC(=O)CCc2ccc(OC)cc2)c1C(N)=O,-2
O=C(NCCc1c[nH]c2ccccc12)Nc1ccccc1,-1
